CHRM1 antagonist: blocks human M1 muscarinic receptor; 1.3% of 360,000 active; AID 588852; P11229; CHO-K1 hM1, Fluo-8 calcium fluorescence, ACh EC80 antagonist; inhibition, % at 3 µM;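 active = percent inhibition above its own plate's cutoff, namely the mean of that plate's compound wells plus 3 SD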;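 note: peak over basal fluorescence ratio during 140 s after agonist addition; 0% = ACh EC80 plus DMSO and 100% = DMSO alone without agonist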
Target sequence (P11229 whole entry, looked up): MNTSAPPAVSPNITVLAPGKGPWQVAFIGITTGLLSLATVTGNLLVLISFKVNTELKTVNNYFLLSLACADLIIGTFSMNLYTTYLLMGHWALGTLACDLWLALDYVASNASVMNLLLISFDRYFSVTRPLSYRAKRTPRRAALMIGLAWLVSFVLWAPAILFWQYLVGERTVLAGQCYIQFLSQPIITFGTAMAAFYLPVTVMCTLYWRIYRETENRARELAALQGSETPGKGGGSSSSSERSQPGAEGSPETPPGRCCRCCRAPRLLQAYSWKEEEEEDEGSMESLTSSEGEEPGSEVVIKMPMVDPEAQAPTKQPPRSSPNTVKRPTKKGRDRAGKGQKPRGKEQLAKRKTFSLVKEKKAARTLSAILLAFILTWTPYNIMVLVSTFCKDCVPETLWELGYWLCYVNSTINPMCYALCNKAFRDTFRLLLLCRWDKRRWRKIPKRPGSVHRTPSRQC
CHO parental Ca: signal in parental CHO cells, OX1R antagonist counter-screen; parental CHO-K1, ATP-induced calcium, Fluo-8 fluorescence; inhibition, % at 5.6 µM; 0.63% of 330,000 active; AID 463079;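 active = inhibition above that plate's mean sample inhibition plus 3 SD, cut at about 26% in these data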;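 note: 0% = ATP-challenged DMSO wells and 100% = DMSO wells without ATP; some compounds past the cut are filed as inactive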
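Measured by: calcium-sensitive Fluo-8 fluorescence / Test system: CHO parental line / Controls: ATP-challenged DMSO wells low, unchallenged DMSO wells high / Measure: % inhibition / Compound: single nominal dose of 5.6 µM per compound / Replicates: single well per compound, no replicates / Reagent: ATP as calcium-mobilizing challenge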
TAAR1 antag: antagonists of human TAAR1; Q96RJ0; CHO RD-HGA16 TAAR1, Fluo-8 calcium fluorescence, antagonist; inhibition, % at 3 µM; 1.5% of 360,000 active; AID 624466;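 active = inhibition above a per-plate cutoff, the mean inhibition of test compounds on that plate plus 3 SD, cut at about 49% in these data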;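 note: 0% = DMSO plus EC80 beta-PEA response and 100% = DMSO alone without agonist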
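test system = CHO RD-HGA16 cells bearing hTAAR1 | replication = singlicate | controls = DMSO-only wells and EC80 β-PEA-stimulated wells | reagent = EC80 β-phenethylamine stimulus | read-out basis = percent inhibition of PEA-evoked calcium signal, max/basal emission ratio | schedule = seeding 17-24 h prior, 75-min 37 °C, 30-min RT dye loading | signal = kinetic Fluo-8 calcium fluorescence measurement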
V1R ag counter: activates human V1a receptor in oxytocin agonist counter-screen; CHO-V1R cells, Fluo-8 calcium fluorescence, agonist mode; 0% DMSO, 100% 3 nM vasopressin; 0.25% of 320,000 active; AID 2797; activation, % at 3 µM;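 active = activation above the mean activation of all tested compounds plus 3 SD, per screening run, cut at about 20% in these data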;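 note: signal is peak over basal fluorescence ratio across a 100 second FLIPR read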
CHRM1 PAM: human CHRM1 positive allosteric modulation; activation, % at 3 µM; CHO-K1 hM1, Fluo-8 calcium fluorescence, ACh EC20; 0% = ACh EC20, 100% = maximal ACh; 0.088% of 360,000 active; in the data active = activation above about 19%, passing the limit was not always enough
TAAR1 ag: human TAAR1 agonism; Q96RJ0; CHO RD-HGA16 TAAR1, Fluo-8 calcium fluorescence; vehicle wells 0%, saturating PEA agonist 100%; activation, % at 3 µM; 0.99% of 360,000 active; AID 624467;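 active = activation above the mean activation of all test compounds in the run plus 3 SD, cut at about 38% in these data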
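Test system: RD-HGA16 (CHO) cells co-expressing Gα16 and hTAAR1; dosing: one-point dosing at 3 µM (nominal); timing: 17-24 h seeding, 75 min 37 °C dye, 30 min RT; signal: kinetic Fluo-8 calcium fluorescence; read-out basis: % activation relative to PEA EC100 response; controls: DMSO and PEA EC100; replicates: n 1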
CHRM1 agonist: human M1 muscarinic receptor agonism. P11229. CHO-K1 hM1, Fluo-8 calcium fluorescence, agonist mode; 0% DMSO, 100% acetylcholine EC100. activation, % at 3 µM. 0.33% of 360,000 active;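 active = activation above the run's mean compound activation plus 3 SD, cut at about 16% in these data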;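 note: peak over basal fluorescence ratio within a 140 s kinetic read after compound addition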
OXTR agonist: agonists of human oxytocin receptor. P30559. CHO-OTR cells, Fluo-8 calcium fluorescence; normalized: DMSO 0%, oxytocin 100%. activation, % at 3 µM. 0.32% of 320,000 active;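 active = activation above the mean of all tested compounds plus 3 SD, cutoff set per screening run, cut at about 20% in these data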;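 note: peak over basal fluorescence ratio from a 100 s FLIPR kinetic read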
Target sequence (P30559 whole entry, looked up): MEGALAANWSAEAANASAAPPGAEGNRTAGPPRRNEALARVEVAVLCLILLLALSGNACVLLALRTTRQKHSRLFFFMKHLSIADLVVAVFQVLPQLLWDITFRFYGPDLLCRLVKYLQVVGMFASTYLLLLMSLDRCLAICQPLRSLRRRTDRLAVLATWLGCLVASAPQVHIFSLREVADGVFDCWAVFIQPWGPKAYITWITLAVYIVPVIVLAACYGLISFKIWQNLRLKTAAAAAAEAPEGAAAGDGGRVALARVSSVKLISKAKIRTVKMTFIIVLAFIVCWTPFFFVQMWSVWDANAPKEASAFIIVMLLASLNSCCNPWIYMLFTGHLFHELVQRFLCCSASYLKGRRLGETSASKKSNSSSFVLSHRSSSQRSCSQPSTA
OXTR potentiator: potentiators of human oxytocin receptor; activation, % at 3 µM; CHO-OTR cells, Fluo-8 calcium fluorescence, potentiator mode; 0% = oxytocin EC15, 100% = EC100; 0.061% of 320,000 active; AID 2445;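 active = activation above that plate's cutoff, the mean activation of tested compounds plus 3 SD, cut at about 6.6% in these data, passing the limit was not always enough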;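 note: 100% uses oxytocin at 75 nM as the full agonist control; some results filed as inactive read as strong as hits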
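System: human OTR in CHO cells; Also added: sub-maximal oxytocin, roughly EC15; Timing: compound 6 min at room temperature before oxytocin, 100 s read; Technique: Fluo-8 intracellular calcium fluorescence, ex 470-495, em 515-575 nm; Controls: oxytocin EC15 low and EC100 high; Replication: singlicate.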
An asterisk follows results filed as active; . = not tested or not shown. This is a random part of the collection; 3.7% or so of the library scored in one or more.

SMILES	CHRM1 antagonist	CHO parental Ca	TAAR1 antag	V1R ag counter	CHRM1 PAM	TAAR1 ag	CHRM1 agonist	OXTR agonist	OXTR potentiator
COc1ccc([N+](=O)[O-])cc1NC(=O)C(C)OC(=O)CSC(C)C(=O)Nc1cc(C)on1 (stereo not given)	0	-10	-30	-1.1	-1	0	-6	-1.0	-5
O=C(NCCc1ccco1)C(=O)NCC1OCCCN1S(=O)(=O)c1ccc(Cl)cc1 (stereo not given)	3	-14	-6	0.6	-2	2	-3	-0.6	-11
CCOC(=O)Cc1csc(NC(=O)c2ccc(S(=O)(=O)N(CCOC)CCOC)cc2)n1	4	-9	7	2.7	11	1	3	0.4	-17
S=c1[nH]nc(Nc2cccc3ccccc23)s1	-9	-2	-18	3.4	7	11	-1	6.2	-5
NC(=O)C1CCN(c2nc(-c3ccc4ccccc4c3)cs2)CC1	0	-1	7	0.1	8	17	-4	1.0	-4
O=C(C(c1ccccc1)C(O)(c1ccccc1)c1ccccc1)N1CCOCC1 (stereo not given)	4	.	13	.	-3	-2	-5	.	.
Clc1cccc(-c2cccc3nccn23)c1Cl	-7	.	-10	.	-2	-2	-6	.	.
NC(=O)c1cc2ccccc2o/c1=N/NC(=O)c1cccc(F)c1	-19	-21	-6	1.5	6	4	-2	-1.3	-10
O=C(OC(C(=O)NC1CCCC1)c1ccccn1)c1cccs1 (stereo not given)	-5	-13	2	-0.9	7	2	-1	0.5	-5
O=C1CN(C(=S)NC(=O)c2ccccc2[N+](=O)[O-])CCN1	-7	-8	14	1.9	21	1	11	-0.4	3
NC1=NC(=O)C(CC(=O)c2ccc(Cl)cc2)S1 (stereo not given)	10	-4	-7	0.3	-4	1	-3	-0.1	-8
NC(=O)c1ccc(NC(=O)CSc2nc3ccccc3c(=O)n2CCCN2CCOCC2)cc1	-10	-4	6	0.4	6	2	-3	-0.3	-3
O=C(Nc1cc2nn(-c3ccccc3)nc2cc1Cl)c1ccco1	-7	-3	1	0.4	-3	0	0	-0.7	-10
c1cncc(-c2cnc3ccccc3c2)c1	-6	-8	-3	-0.9	9	7	-10	-0.6	5
CN(C)CCOC(=O)c1cccc(Br)c1	1	-6	19	1.5	1	10	-5	0.6	-5
CCOC(=O)C1CCCN(C(=S)Nc2cccc(Cl)c2C)C1 (stereo not given)	57*	-9	33	1.0	-13	37	68*	-2.0	-3
CCCOc1ccc(N2CC(C(=O)NC(C)C)CC2=O)cc1 (stereo not given)	5	-10	5	0.1	1	2	-3	0.1	-2
Cc1nc2nc(SCc3ccccc3)[nH]n2c(=O)c1CCC(C)C	-14	-4	-18	3.1	10	1	0	-1.3	-3
O=[N+]([O-])c1ccc(N2CCOCC2)c([N+](=O)[O-])c1	-7	.	1	.	3	1	-4	.	.
Cc1ccc(Cn2nc(C)c(NC(=O)C3CC3)c2C)cc1	2	0	-17	0.1	-1	3	-3	3.0	-14
CC(NCC(=O)Nc1ccccc1C(=O)NC1CC1)c1ccc(F)cc1F (stereo not given)	-12	-16	16	1.7	13	9	0	0.4	-8
Cc1ccc(NC(=O)CCC(=O)O)cc1F	-9	-5	0	1.1	8	1	-5	0.2	-6
COc1ccc(C(=O)O/N=C(\N)c2ccccn2)cc1[N+](=O)[O-]	-9	2	4	4.6	5	3	0	4.8	-6
CN(C(=O)COC(=O)c1cccs1)c1c(N)n(Cc2ccccc2)c(=O)[nH]c1=O	2	-10	16	0.0	2	0	-1	0.5	1
CN(CCOC(=O)c1cccc(Br)c1)C(C)(C)C	13	-12	13	1.0	-8	12	-5	0.4	-4
SMILES	CHRM1 antagonist	CHO parental Ca	TAAR1 antag	V1R ag counter	CHRM1 PAM	TAAR1 ag	CHRM1 agonist	OXTR agonist	OXTR potentiator
Cc1ccc(S(=O)(=O)NC2c3cccc4cccc(c34)C2Sc2nc(C)cc(C)n2)cc1 (stereo not given)	8	-27	10	2.2	0	3	-6	-1.9	-9
Cc1n[nH]c(C)c1Cc1ccc(C(=O)O)cc1	-1	0	-34	0.4	1	1	-4	0.7	-3
CC(=O)Nc1ccc(S(=O)(=O)NC2CC(=O)N(c3ccc(C)c(C)c3)C2)cc1 (stereo not given)	-8	-17	-25	-0.8	6	4	-2	-0.3	-1
CC(Cl)C(=O)NNc1cccc(Cl)n1 (stereo not given)	1	0	-8	0.2	4	14	-2	1.1	-4
Cc1ccc(NC(=O)/C=C/C(=O)O)c([N+](=O)[O-])c1	9	-1	-1	0.7	3	-2	-4	1.2	-2
COC(=O)c1cc(C(=O)OC)n(Cc2ccc(C)cc2)c1C	2	-11	-66	-1.4	-2	-1	-4	-2.5	-2
COc1cccc(CN2CCN(Cc3ccon3)CC2CCO)c1 (stereo not given)	-11	-10	8	-0.1	9	4	-8	0.0	-6
CCOc1ccccc1N1CCN(C(=O)c2cccc(S(=O)(=O)N3CCOCC3)c2)CC1	12	-22	-13	3.6	-10	8	-2	1.6	-2
O=C(O)c1cn(Cc2ccccc2Cl)c2ccc(S(=O)(=O)N3CCOCC3)cc2c1=O	-1	-14	-3	-0.5	5	10	-6	0.0	-23
O=C(Cn1cc(C(F)(F)F)cc(Cl)c1=O)Nc1cccc(Cl)c1	-19	-6	6	0.9	13	3	-6	1.8	0
Cn1c(=O)c2c(ncn2CC(=O)N2CCN(c3ccccc3F)CC2)n(C)c1=O	-6	-11	-3	-0.1	6	0	-5	-1.2	-2
CCCc1cc(=O)oc2c3c(cc(OCC(=O)N4CCC(C(=O)O)CC4)c12)OC(C)(C)CC3	-7	.	6	.	4	0	-2	.	.
COc1ccc(NC(=O)CSc2n[nH]c(CNc3cccc(C)c3)n2)cc1	-12	-15	2	3.1	13	-2	1	0.4	-3
CC1CN(c2oc(-c3ccco3)nc2S(=O)(=O)c2ccccc2)CC(C)O1 (stereo not given)	-30	-8	0	0.0	4	12	0	-2.2	2
CCOC(=O)CC1c2nc3ccccc3cc2CN1C(=O)OCC (stereo not given)	-16	.	6	.	6	0	0	.	.
COC(=O)c1ccc(OC(=O)C2CC(=O)N(c3cccc(C)c3)C2)cc1 (stereo not given)	-1	-9	7	2.7	14	12	0	1.5	1
COc1cc(CNc2ncnc3c2ncn3[C@H]2CN(Cc3ccc(C(=O)O)cc3)C[C@@H](CO)O2)cc(OC)c1OC	-11	.	0	.	8	1	-3	.	.
Cc1ccc(Cn2c(C)c(C(=O)NCc3cccc(C(F)(F)F)c3)sc2=O)cc1	-9	.	19	.	15	1	-2	.	.
COC(=O)CCC(=O)N(CCN(Cc1ccccc1)C(=O)CCC(=O)OC)Cc1ccccc1	-4	-19	-25	-0.1	0	0	-3	-2.3	-4
Cc1nc2ccc(NC(=O)c3ccc(S(=O)(=O)N(C)C)cc3)cc2s1	11	-4	-6	1.4	-5	2	-6	4.3	-2
CO/N=C/C(=N\Nc1ccc(OC)cc1)C(=O)c1ccc(F)cc1	-2	-23	4	-0.2	0	0	-7	-1.0	-2
Cc1ccc(-c2nnc(NC(=O)C3=COCCO3)o2)c(C)c1	-12	-7	-16	-0.9	20	0	3	-1.2	-5
O=C(OCC(=O)N1CCc2ccccc21)c1cncc(Br)c1	-17	-10	11	-1.4	17	0	-1	-0.2	-1
O=C(COC(=O)C1COc2ccccc2O1)Nc1cccc(F)c1 (stereo not given)	2	-4	-6	0.4	-3	1	-2	2.2	0
CCOc1ccc(N(CC(=O)NN=C2CCN(C)CC2)S(C)(=O)=O)cc1	-4	-15	-13	-0.4	0	3	-8	-1.9	-5

Part of the list above, as comma-separated lines:
molecule,CHRM1 antagonist,CHO parental Ca,TAAR1 antag,V1R ag counter,CHRM1 PAM,TAAR1 ag,CHRM1 agonist,OXTR agonist,OXTR potentiator
COC(=O)c1cc(C(=O)OC)n(Cc2ccc(C)cc2)c1C,2,-11,-66,-1.4,-2,-1,-4,-2.5,-2
COc1cccc(CN2CCN(Cc3ccon3)CC2CCO)c1 (stereo not given),-11,-10,8,-0.1,9,4,-8,0.0,-6
CCOc1ccccc1N1CCN(C(=O)c2cccc(S(=O)(=O)N3CCOCC3)c2)CC1,12,-22,-13,3.6,-10,8,-2,1.6,-2
O=C(O)c1cn(Cc2ccccc2Cl)c2ccc(S(=O)(=O)N3CCOCC3)cc2c1=O,-1,-14,-3,-0.5,5,10,-6,0.0,-23
O=C(Cn1cc(C(F)(F)F)cc(Cl)c1=O)Nc1cccc(Cl)c1,-19,-6,6,0.9,13,3,-6,1.8,0

The main list resumes, repeating the 2 entries before the break.
SMILES	CHRM1 antagonist	CHO parental Ca	TAAR1 antag	V1R ag counter	CHRM1 PAM	TAAR1 ag	CHRM1 agonist	OXTR agonist	OXTR potentiator
O=C(COC(=O)C1COc2ccccc2O1)Nc1cccc(F)c1 (stereo not given)	2	-4	-6	0.4	-3	1	-2	2.2	0
CCOc1ccc(N(CC(=O)NN=C2CCN(C)CC2)S(C)(=O)=O)cc1	-4	-15	-13	-0.4	0	3	-8	-1.9	-5
CC(=O)c1ccc(OCCCC(=O)NCCc2ccc(C(F)(F)F)cc2)cc1	8	33	-11	8.6	-3	1	-3	10	-10
CC1(C)CC(NC(=O)c2cccc(S(=O)(=O)Nc3cccc(Cl)c3)c2)CC(C)(C)N1	-12	-4	1	-0.4	13	1	-6	-0.5	-1
Cc1ccnc(NCc2ccc(Br)cc2)c1	-3	-6	-12	-0.6	0	7	-7	-1.7	-6
Cc1ccc(CNC(=O)C2CCC(=O)N2CCc2ccccc2)cc1 (stereo not given)	-10	-14	17	0.1	9	1	-5	-0.8	-1
O=Cc1ccc(C(=O)O)cc1	-8	3	-17	1.0	5	4	0	0.9	-3
CC1=NN(Cc2ccccc2)C(=O)C1	-4	-6	3	1.6	2	5	-9	0.2	3
COc1ccc(Cl)cc1NC(=O)C1CSC(c2ccncc2)=N1 (stereo not given)	-7	-18	-13	0.1	10	2	1	-0.6	-7
CSc1ncccc1C(=O)OCC(=O)NC1CC1	1	.	-29	.	3	5	-3	.	.

High-throughput results deposited in PubChem BioAssay by The Scripps Research Institute Molecular Screening Center.
